HIF-2a block: HIF-2a inhibition. 360,000 tested, 0.72% active. inhibition, % at 18.8 µM. 786-0 RCC cells HIF-2a reporter, luciferase luminescence, overnight;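 active means inhibition of the luminescence signal of 40% or more relative to plate controls, in a single-dose primary screen at 18.75 µM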
TWEAK-Fn14 inh: TWEAK-Fn14 signaling inhibition | TWEAK-stimulated Fn14 reporter cells, luciferase luminescence, 8 h | AID 1159606 | inhibition, % at 10 µM | 360,000 tested, 2% active; in the data active means inhibition above about 50%
hiPSC survival: hiPSC single-cell survival enhancement. ATPlite luminescence; 100% = ROCK inhibitor wells, 0% = DMSO. survival enhancement, % at 20 µM. 360,000 tested, 0.044% active; in the data active means survival enhancement above about 18%;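 further: cells exposed to compounds for 16 hours before the ATP read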
aDG glyco up: alpha-DG glycosylation activation; AID 624168; 360,000 tested, 0.22% active; Pro5-aDG cells, alpha-DG glycosylation AlphaScreen (IIH6); 0% Pro5, 100% B10-LARGE cell signal; activation, % at 10 µM;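 active means activation of at least 8% versus controls, or a plate z-score of at least 8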;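 further: Pro5 are CHO cells carrying HIG-tagged alpha-DG that lacks glycosylation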
CF NFkB inh: cystic fibrosis NF-kB activation inhibition. KKLEB NF-kB-GFP reporter, PAF-induced, GFP fluorescence overnight. inhibition, % at 5 µM. 360,000 tested, 0.86% active;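 active means at least 50% inhibition at 5 µM, scaled per plate between neutral and stimulator controls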;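 further: PAF is a Pseudomonas aeruginosa culture filtrate used as stimulus; plate controls were PAF-stimulated DMSO wells for no effect and unstimulated DMSO wells for full effect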
KKLEB tox: counter-screen for CF NF-kB inhibitors: cytotoxicity; 360,000 tested, 0.36% active; activity change (cytotoxicity), % at 5 µM; KKLEB CF airway cells viability, ATPlite luminescence, overnight; active compounds read low; cells stimulated with P. aeruginosa culture filtrate; AID 602141;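 active means corrected activity change at or below -50% at 5 µM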
Shn3 3UTR inh: inhibitors of Schnurri-3 3'UTR reporter in osteoblasts; Clone20 osteoblast Shn3 3'UTR firefly luciferase, 24 h; inhibition, % at 12.5 µM; 360,000 tested, 0.52% active;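 active means mean inhibition of at least 75% with every replicate also reaching 75%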;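 further: 0% = median of neutral control wells and 100% = pilot-screen positive control compound; some compounds past the cut are filed as inactive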
MITF TRPM1 inh: MITF TRPM1 promoter inhibition in SK-MEL-5 cells | SK-MEL-5 TRPM1 promoter luciferase, 24 h | inhibition, % at 12.5 µM | 330,000 tested, 0.83% active | AID 488899;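 active means mean inhibition across replicates of 60% or more, whatever share of single replicates reaches that level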; further: values of inactives mirror those of a sister screen read the other way
NR2E3 ag-1: activates human NR2E3 receptor; Q9Y5X4; CHO-S Gal4-NCOR/VP16-NR2E3 two-hybrid, luciferase; 360,000 tested, 0.35% active; inhibition of corepressor binding, % at 3.98 µM; AID 602229;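 active means inhibition above the mean of all tested compounds plus 3 SD, cut at about 70% in these data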;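 further: 0% = DMSO with NR2E3 transfected cells and 100% = cells lacking NR2E3 construct; higher means lower luciferase signal from less NR2E3 corepressor binding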
Target sequence (Q9Y5X4 whole entry, looked up, the tested form may be a part): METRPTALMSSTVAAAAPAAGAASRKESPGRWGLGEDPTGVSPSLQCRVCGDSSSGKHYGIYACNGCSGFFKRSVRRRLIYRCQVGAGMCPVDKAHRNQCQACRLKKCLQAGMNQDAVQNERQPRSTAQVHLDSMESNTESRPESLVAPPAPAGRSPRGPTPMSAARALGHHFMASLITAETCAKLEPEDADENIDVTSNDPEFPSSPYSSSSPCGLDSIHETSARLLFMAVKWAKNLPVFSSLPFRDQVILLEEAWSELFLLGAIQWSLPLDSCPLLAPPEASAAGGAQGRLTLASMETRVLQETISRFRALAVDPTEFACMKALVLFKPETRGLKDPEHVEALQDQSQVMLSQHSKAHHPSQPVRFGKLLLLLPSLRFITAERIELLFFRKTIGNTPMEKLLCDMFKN
Peg3 promoter: Peg3 promoter activity inhibition; HeLa PEG-Prom luciferase reporter, luminescence, overnight; inhibition, % at 20 µM; 360,000 tested, 1.7% active;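 active means inhibition of at least 50% at 20 µM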
NR2E3 ag-2: agonists of human nuclear receptor NR2E3; Q9Y5X4; GST-NR2E3/biotin-RetCOR TR-FRET, 1536-well; inhibition of corepressor binding, % at 4.78 µM; 320,000 tested, 0.12% active; AID 2300;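 active means percent inhibition above the cutoff of mean plus 3 SD of all tested compounds, set per screening campaign, cut at about 20% in these data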;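 further: 0% = DMSO wells and 100% = biotin wells as full block of FRET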
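Material: NR2E3–RetCOR corepressor complex | Quantity: 1.35 nM GST-tagged NR2E3 final | Schedule: 5 h at 4 °C | Replication: Singlicate compound wells | Reagent: RetCOR corepressor, biotinylated, 7 nM | Controls: Biotin wells as high control, 0.6% DMSO wells as low control | Signal: TR-FRET, Eu(K)-anti-GST donor, streptavidin-D2 acceptor, ex 340, em 617/671 nm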
The depositor's hits bear a star; . = no result given. The order is random; about 4.4% have a hit in one of these screens.

canonical_smiles | HIF-2a block | TWEAK-Fn14 inh | hiPSC survival | aDG glyco up | CF NFkB inh | KKLEB tox | Shn3 3UTR inh | MITF TRPM1 inh | NR2E3 ag-1 | Peg3 promoter | NR2E3 ag-2
COc1ccc(-c2cc(C(=O)N/N=C/c3cccnc3)c3ccccc3n2)cc1 | -168 | -19 | -0.5 | 0.5 | 4 | -16 | -97 | -9 | -64 | -109 | .
CC(=O)Nc1nnc(-c2c(-c3c(Cl)cccc3Cl)noc2C)o1 | 10 | -2 | 0.3 | 0.2 | 6 | -4 | -1 | 7 | 5 | -2 | -2
COc1ccc(NC(=O)CN(C)C(=O)c2cccc(S(=O)(=O)N3CCN(C)CC3)c2)cc1 | 14 | -2 | -0.5 | 0.6 | 2 | -4 | 4 | 5 | -34 | -2 | -1
CC(C)Cc1nc2n[nH]c(N)c2c2c1COC(C)(C)C2 | 15 | 22 | -1.2 | -0.1 | 16 | -9 | -5 | 11 | -11 | 2 | -1
COc1ccc(CCNC2CC(=O)N(CCc3ccc(OC)c(OC)c3)C2=O)cc1 (centres undefined) | 5 | 24 | -1.0 | 0.0 | 10 | -2 | 8 | 0 | -1 | -5 | 0
COc1cccc(C2Nc3ccc4ccccc4c3C3=C2C(=O)CCC3)c1O (centres undefined) | 12 | -2 | -0.7 | 0.0 | -4 | -12 | 16 | 64* | -26 | 15 | 0
CN1CCN(C(=O)c2cn(-c3ccccc3)nc2-c2cccnc2)CC1 | 5 | -1 | -1.0 | -0.2 | -8 | -5 | -18 | 5 | -2 | 16 | 0
O=C(CCc1ccccc1)Nc1ccncc1 | -20 | 21 | -2.2 | 0.0 | 5 | -1 | 10 | 3 | -12 | -19 | -3
CCc1cccc(OCC(=O)Nc2ccc(S(=O)(=O)Nc3ccccn3)cc2)c1 | 33 | 5 | 0.9 | 0.0 | 6 | -2 | 5 | -2 | 5 | 19 | 4
CCOc1ccccc1-c1nn2c(Cc3ccccc3)nnc2s1 | 9 | -13 | -2.1 | -0.2 | -7 | 9 | 6 | 12 | 17 | 7 | 0
COc1cc2c(cc1OC)C(C(=O)Nc1ccccn1)C(c1cccnc1)N(C)C2=O (centres undefined) | 2 | 0 | -4.0 | -0.2 | 11 | -6 | 2 | 6 | -18 | 6 | -2
COc1ccccc1Cn1c(=S)[nH]c2cc(C(=O)NCCN(C)C)ccc2c1=O | 13 | 3 | -0.4 | -0.1 | 10 | -4 | -3 | -5 | -19 | -5 | 2
CN(CC(=O)Nc1ccccc1Cl)C(=O)CN1C(=O)C2CC=CCC2C1=O (centres undefined) | 2 | 14 | 0.2 | 0.3 | 7 | -8 | -33 | 9 | 22 | -1 | .
O=C(Nc1cc(Cl)ccc1N1CCOCC1)c1ccco1 | -3 | -13 | -0.3 | -0.1 | 19 | -26 | 16 | 1 | 5 | 19 | .
CCOC(=O)C(=O)Nc1ccc(Oc2ccccc2)cc1 | 23 | 2 | 1.9 | -0.2 | -17 | 3 | -2 | 6 | 2 | 13 | 1
O=C(Nc1ccc(Br)cc1Cl)NC1CC1 | -16 | 6 | 0.6 | 0.5 | 3 | 6 | 53 | 10 | 4 | -24 | 2
COc1cccc(C(N)=O)c1 | 21 | 0 | 0.2 | -0.7 | -28 | -2 | 5 | . | 14 | -1 | 1
CCc1ccc(S(=O)(=O)NCc2cccnc2)cc1 | 9 | 4 | 1.2 | 0.1 | 9 | 24 | 21 | 16 | -14 | 5 | 2
O=C(/C=C/c1ccccc1)NCCS(=O)(=O)N1CCN(c2ccccc2F)CC1 | -5 | -2 | 1.1 | -0.1 | -17 | 6 | -6 | 9 | 16 | 7 | 0
Cc1cc(C)n2nc(SCC(N)=O)nc2n1 | 15 | -5 | 0.2 | 0.0 | -14 | -14 | 19 | 13 | -8 | 0 | 3

Single entries from the entries so far.
For Peg3 promoter, `O=C(CCc1ccccc1)Nc1ccncc1` is entered as -19
For HIF-2a block, `CC(=O)Nc1nnc(-c2c(-c3c(Cl)cccc3Cl)noc2C)o1` is entered as 10
For NR2E3 ag-2, `CN1CCN(C(=O)c2cn(-c3ccccc3)nc2-c2cccnc2)CC1` is entered as 0

Returning to the listing, starting 4 compounds before the break.
canonical_smiles | HIF-2a block | TWEAK-Fn14 inh | hiPSC survival | aDG glyco up | CF NFkB inh | KKLEB tox | Shn3 3UTR inh | MITF TRPM1 inh | NR2E3 ag-1 | Peg3 promoter | NR2E3 ag-2
COc1cccc(C(N)=O)c1 | 21 | 0 | 0.2 | -0.7 | -28 | -2 | 5 | . | 14 | -1 | 1
CCc1ccc(S(=O)(=O)NCc2cccnc2)cc1 | 9 | 4 | 1.2 | 0.1 | 9 | 24 | 21 | 16 | -14 | 5 | 2
O=C(/C=C/c1ccccc1)NCCS(=O)(=O)N1CCN(c2ccccc2F)CC1 | -5 | -2 | 1.1 | -0.1 | -17 | 6 | -6 | 9 | 16 | 7 | 0
Cc1cc(C)n2nc(SCC(N)=O)nc2n1 | 15 | -5 | 0.2 | 0.0 | -14 | -14 | 19 | 13 | -8 | 0 | 3
CCOC(=O)c1nonc1NC(C)=O | 14 | -1 | 1.1 | 0.0 | -4 | -15 | 1 | 12 | -10 | -6 | -2
Cc1[nH]n(-c2nc(-c3ccc(Cl)cc3)cs2)c(=O)c1N=Nc1ccc(O)cc1 | -104 | 88* | -1.6 | 1.1 | 17 | -3 | 90* | 39 | -22 | 54* | -5
O=C(OCCN1CCN(c2ncc(C(F)(F)F)cc2Cl)CC1)c1ccc(Cl)cc1 | 4 | 14 | 4.4 | 0.0 | -2 | 4 | 0 | 7 | 2 | 8 | 1
O=C(c1ccc([N+](=O)[O-])s1)N1CCN(c2ccc(C(F)(F)F)cn2)CC1 | -12 | -16 | -0.3 | 0.9 | 23 | -2 | -5 | 44 | 15 | 10 | -4
Clc1ccc(CCNc2ncnc3c2nnn3Cc2ccccc2)cc1 | 5 | -12 | 2.1 | 0.4 | 9 | -5 | -8 | -6 | -9 | 19 | 1
COc1cc(C(=O)N2CCN(C3=NS(=O)(=O)c4ccccc43)CC2)cc(OC)c1OC | 9 | 2 | -0.6 | -0.5 | 12 | 6 | 0 | . | -15 | 3 | .
CN1C[C@@H]2C(c3ccc(Cl)nc3)C3(c4ccc(C#N)cc4)CC2(C3)[C@H]1c1ccccc1 (some centres undefined) | 5 | 8 | 0.6 | 0.0 | 22 | -12 | 39 | 4 | -27 | -130 | 3
CCC(CO)Oc1cc(NC(=O)c2ccccc2F)c2ncn(C(C)C)c2c1 (centres undefined) | -11 | -7 | 0.6 | -0.2 | 29 | -1 | 12 | -6 | -10 | 23 | .
CCCCNC(=O)c1nc(C2CCN(S(=O)(=O)c3cccc(C(F)(F)F)c3)CC2)oc1-c1ccccc1 | 5 | -2 | -0.7 | -0.1 | 0 | -11 | -23 | . | -22 | 6 | .
CC(=O)OCCCN1C(=O)c2ccc(Br)cc2C1=O | 14 | -18 | -0.3 | -0.2 | 2 | 9 | -2 | 15 | -6 | 4 | 6
Cc1cc(F)ccc1S(=O)(=O)NCC1CC2CCC1C2 (centres undefined) | 16 | 17 | 0.4 | 0.0 | 0 | -4 | 6 | 15 | -22 | 25 | 1
CCOc1ccccc1NC(=O)CSc1nnc(CNC(=O)c2ccco2)o1 | 12 | -4 | 2.8 | -0.2 | 2 | 1 | -4 | -1 | -12 | 5 | 0
CCOc1cc(C(=O)Nc2cc(OC)cc(OC)c2)ccc1OCC(=O)N1CCOCC1 | -2 | 0 | 5.3 | 0.8 | 13 | -4 | 16 | 7 | -9 | -9 | 5
CCOC(=O)C1=C(c2ccccc2)N=c2s/c(=C\c3ccco3)c(=O)n2C1c1cccs1 (centres undefined) | -4 | 13 | 0.0 | -0.4 | -7 | 14 | 0 | 5 | -18 | 28 | 3
CC(=O)c1ccc(NC(=O)C(C)OC(=O)c2ccc(NS(=O)(=O)c3ccc4[nH]c(=O)[nH]c4c3)cc2)cc1 (centres undefined) | 0 | -24 | 0.0 | 0.0 | -3 | -3 | -5 | -8 | -5 | -3 | .
CN(C(=O)CSc1nc(-c2ccc(F)cc2)cs1)C1CCS(=O)(=O)C1 (centres undefined) | -34 | 18 | -2.2 | -0.2 | 5 | -4 | 2 | -7 | 4 | -9 | -1
COc1ccc(OC)c(CN2CCN(C(=O)c3cccc4ccccc34)CC2)c1 | -2 | -19 | 3.3 | -0.2 | -22 | 8 | 10 | -1 | -29 | 14 | 1
CC(C)c1cccc(OCCN2CCCC2)c1 | 12 | -10 | 0.7 | 0.0 | 3 | 6 | -5 | 0 | -38 | 0 | 1
NC(=O)c1ccc(NC(=O)COC(=O)CC2CC3CCC2C3)cc1 (centres undefined) | 8 | -4 | 0.1 | 0.0 | -2 | 12 | -16 | -4 | 6 | 5 | .
Cc1cc(SCC(=O)OCC(=O)NCc2ccc3c(c2)OCO3)c(C)cc1Br | 15 | -24 | 1.3 | -0.2 | -3 | 2 | -1 | 7 | -30 | 8 | 0

Next part.
Results follow in this order: HIF-2a block	TWEAK-Fn14 inh	hiPSC survival	aDG glyco up	CF NFkB inh	KKLEB tox	Shn3 3UTR inh	MITF TRPM1 inh	NR2E3 ag-1	Peg3 promoter	NR2E3 ag-2
- CCOc1ccc(NC(N)=O)cc1OCC
→ 7	-15	2.3	-0.1	2	-2	14	0	-22	6	-5
- C[C@@H]1CN(S(=O)C(C)(C)C)[C@H](CCO)/C1=C\CCO (some centres undefined)
→ -9	10	2.0	0.3	3	4	10	-9	-17	5	.
- O=C1c2cccc3c([N+](=O)[O-])ccc(c23)C(=O)N1Cc1cccnc1
→ 27	2	-2.5	-0.6	-1	-4	49	20	-14	46	.
- CN(CC(=O)N1CCc2ccccc21)S(=O)(=O)c1ccc(Cl)cc1
→ -18	8	-1.3	-0.1	11	11	17	2	4	-2	1
- CC1CCN(C(=O)C2CCN(CC(C)c3ccccc3)CC2)CC1 (centres undefined)
→ 12	15	-2.2	0.0	-14	9	7	5	12	7	1
- CC(=O)NC(O)C(=O)c1ccccc1 (centres undefined)
→ -19	-5	0.2	2.0	-2	1	-15	-9	-11	-11	-2
- O=C(COC(=O)c1cc2c(s1)CCCCC2)NC1CCS(=O)(=O)C1 (centres undefined)
→ 19	-5	0.7	-0.2	-7	8	13	5	-8	13	1
- CC(C)(C#N)Nc1ccccc1
→ 16	-10	0.9	0.1	-28	-10	1	11	11	2	4
- CCn1nc(C)c(CN2CCN(Cc3cccc(OC)c3)C(CCO)C2)c1C (centres undefined)
→ 14	-28	-0.9	0.0	16	-12	-10	-6	-4	5	3
- CSc1nnc(-c2ccc(F)cc2)o1
→ -48	-4	-0.5	0.2	-15	-1	-10	-27	-3	-24	4
- CCOC(=O)C1=C(C)N(C)C(=O)NC1c1cccc2ccccc12 (centres undefined)
→ 19	12	0.4	0.1	9	6	-2	-11	-31	9	0
- CC1(C)C(=O)OC(/C=C\c2cccc([N+](=O)[O-])c2)C(C)(C)C1=O (centres undefined)
→ 10	-13	-1.5	0.3	2	-7	5	6	-14	-1	1
- COCc1c(C(=O)NCC(c2ccco2)N2CCCC2)oc2ccccc12 (centres undefined)
→ -1	-14	-1.9	0.1	-39	2	-3	.	9	-17	.
